# TNAP activators – human TNAP enzyme activators, primary screen, biochemical, luminescent, no phosphate acceptor, uHTS (AID 1001); purified TNAP, luminescent activation assay, no phosphate acceptor; higher activation fold means a stronger effect; one-dose activation fold at 20 µM; EC50 in µM for titrated hits; hit rate 0.03% among 200,000; in the data active = activation fold from about 3, or a potency from the dose series; inactive = the rest, 99 in 100 with activation fold below about 1.6; note: many of its hits are not listed in these tables
# P. falciparum M17LAP – P. falciparum M17LAP inhibitors, primary screen, biochemical, fluorogenic H-Leu-NHMec substrate, 1536-well (AID 1619); recombinant M17LAP, H-Leu-NHMec fluorogenic kinetic assay; higher % means a stronger effect; hit rate 0.38% among 220,000; inhibition, % at 30 µM, or IC50 in µM where a hit was titrated;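 active = compound inhibiting the enzyme by more than half at any dose during confirmatory dose-response retesting; inconclusive = strong single-dose inhibitors picked by rank but not retested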;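 note: plate controls were full reaction with DMSO carrier for no effect and no enzyme background for full effect; strong numbers were not always called active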
# Myeloid diff MLP – compounds promoting myeloid differentiation; calls only at 10 µM; AID 624256; ER-HoxA9 myeloid progenitors, lysozyme-GFP differentiation, flow cytometry; hit rate 1% among 360,000;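 active = normalized GFP-positive differentiation at or above the plate's own cutoff, the solvent-only control mean plus 3 SD; inconclusive = no clear call, values can overlap the other calls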;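 note: cells exposed to compound for four days before flow analysis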
# LYP phosphatase – PTPN22 lymphoid phosphatase activity blockers – biochemical, fluorescence intensity, uHTS (AID 1779). recombinant LYP phosphatase, fluorescence intensity; higher % means a stronger effect. one-dose inhibition, % at 11.5 µM; IC50 in µM for titrated hits. hit rate 0.054% among 290,000;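 note: plate controls were vehicle with enzyme for no effect and no enzyme for full effect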
# XIAP displacement – small molecules displacing peptide from XIAP – biochemical, IAP family, fluorescence polarization (AID 1018). hit rate 0.007% among 200,000. displacement, % at 20 µM; hits with a dose series show IC50 in µM. XIAP BIR domain, fluorescence polarization peptide displacement; higher % means a stronger effect; in the data active = displacement above about 50%; note: a part of the inactive calls stands beside numbers as strong as those of hits
# PMI inhibitors – MPI enzyme activity inhibition – biochemical, fluorescence intensity, coupled assay, primary screen (AID 1209). one-dose inhibition, % at 20 µM; IC50 in µM for titrated hits. purified PMI enzyme, coupled fluorescence intensity; higher % means a stronger effect. hit rate 0.42% among 190,000;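 note: plate controls were DMSO vehicle for no effect and wells lacking substrate for full effect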
# CSM14.1 death rescue – protection against thapsigargin-triggered cell killing – 384-well, CSM14.1, ATP luminescence, primary screen (AID 1222); CSM14.1 thapsigargin-induced death rescue, ATP luminescence; higher % means a stronger effect; cellular ATP content (survival), % at 20 µM; hits with a dose series show EC50 in µM; 190,000 tested, under 10 active;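 active = EC50 below 50 µM in the dose-response confirmation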;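 note: death triggered by thapsigargin at about 15 µM added after 2 h compound pretreatment; cell ATP read after overnight thapsigargin exposure of roughly 18 to 22 hours; normalized against plate controls of thapsigargin alone and 5% DMSO vehicle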
# human PMI inhibitors – MPI inhibition at elevated mannose 6-phosphate – biochemical, fluorescence intensity, high mannose 6-phosphate, primary screen (AID 1220); hit rate 0.66% among 190,000; recombinant PMI enzyme, coupled fluorescence intensity; higher % means a stronger effect; inhibition, % at 20 µM; hits with a dose series show IC50 in µM
# M1AAP inhibition – malaria alanyl aminopeptidase activity blockers – biochemical, fluorogenic H-Leu-NHMec substrate, 1536-well (AID 1445). recombinant M1AAP, H-Leu-NHMec fluorogenic kinetic assay; higher % means a stronger effect. one-dose inhibition, % at 30 µM; IC50 in µM for titrated hits. hit rate 0.42% among 220,000;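 active = primary inhibition above the hit cutoff, then over 50% inhibition at one or more dose response concentrations, cut at about 23% in these data, passing the limit was not always enough; inconclusive = conflicting primary data, or primary hits not chosen for dose response; inactive = low primary inhibition, or under 50% at every dose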;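 note: plate controls were DMSO full reaction for no effect and no enzyme background for full effect; strong numbers were not always called active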
# Myeloid diff MLP GFP+ MAC1+ % – also measured in Myeloid diff MLP; calls as there; GFP+ MAC1+ double positive, %; measured here: differentiation confirmed by MAC1 staining
# The depositor's hits bear a star; i = inactive; ? = inconclusive; nt = not tested or not shown. Cut-off read from the data, not from the text of the source, unless noted: active = inhibition above about 50%; inactive = the rest.
SMILES,TNAP activators,P. falciparum M17LAP,Myeloid diff MLP,Myeloid diff MLP GFP+ MAC1+ %,LYP phosphatase,XIAP displacement,PMI inhibitors,CSM14.1 death rescue,human PMI inhibitors,M1AAP inhibition
Cn1c(=O)c(=O)n(C)c2cc(S(=O)(=O)N3CCC(Cc4ccccc4)CC3)ccc21,1,4%,i,2.7,-12%,-5.9%,0%,1.2%,6%,0%
COc1ccccc1Nc1nc(N)nc(CN2CCN(Cc3ccccc3)CC2)n1,1,7%,i,1.5,2%,-0.3%,-19%,-1.4%,-2%,3%
CCOc1ccc(NC(=O)CSc2nnc(Cc3cccn3C)n2-c2ccc(OC)cc2)cc1,1.1,15%,i,4.5,6%,-4.0%,11%,0.2%,2%,9%
Cc1ccc(OCc2ccc(C(=O)Nc3nc4ccccc4n3C)o2)c([N+](=O)[O-])c1,1.1,-8%,i,1.0,-4%,-1.5%,1%,-2.4%,8%,6%
CCC(=O)N1CCc2cc(Br)cc(S(=O)(=O)NCC3CCCO3)c21 (stereo not drawn),1.1,-4%,i,1.5,2%,-1.7%,5%,-2.2%,6%,1%
S=c1[nH]nc(C2CCCCC2)n1/N=C/c1ccccn1,0.7,3%,i,0.2,0%,-1.7%,15%,-1.1%,7%,4%
Cc1ccc(CN2CCN(Cc3ccccc3C(F)(F)F)CC2)cc1,1.1,13%,i,1.9,-10%,-3.1%,6%,-3.8%,1%,3%
CCOC(=O)N1CC=C2C(C#N)=C(N)C(C#N)(C#N)[C@H](c3cccs3)C2C1 (stereo partly drawn),1,17%,i,0.5,-7%,-4.2%,-1%,1.1%,7%,5%
CC(=O)OCCCNc1cc(Sc2nc3ccccc3s2)c2nonc2c1[N+](=O)[O-],1.1,-30%,nt,nt,-1%,2.2%,49%,-1.4%,38%,12%
Cc1ccc(NC(=O)N/C=C/c2ccco2)c(C)c1,1.5,26%,i,3.0,-3%,-5.5%,-13%,-1.9%,-28%,4%
O=C(COc1ccc(CO)cc1Cl)Nc1ccc(F)cc1,1.1,2%,i,1.2,-9%,-7.2%,1%,-2.8%,-1%,-10%
COc1cccc(S(=O)(=O)NCc2ccc(C(=O)Nc3cccc(Cl)c3)cc2)c1,1.1,-10%,i,0.5,-3%,-5.0%,6%,-2.7%,8%,-4%

# 5 structures already listed, arranged by number of heavy atoms, highest first:
SMILES,TNAP activators,P. falciparum M17LAP,Myeloid diff MLP,Myeloid diff MLP GFP+ MAC1+ %,LYP phosphatase,XIAP displacement,PMI inhibitors,CSM14.1 death rescue,human PMI inhibitors,M1AAP inhibition
CCOc1ccc(NC(=O)CSc2nnc(Cc3cccn3C)n2-c2ccc(OC)cc2)cc1,1.1,15%,i,4.5,6%,-4.0%,11%,0.2%,2%,9%
Cc1ccc(OCc2ccc(C(=O)Nc3nc4ccccc4n3C)o2)c([N+](=O)[O-])c1,1.1,-8%,i,1.0,-4%,-1.5%,1%,-2.4%,8%,6%
COc1cccc(S(=O)(=O)NCc2ccc(C(=O)Nc3cccc(Cl)c3)cc2)c1,1.1,-10%,i,0.5,-3%,-5.0%,6%,-2.7%,8%,-4%
O=C(COc1ccc(CO)cc1Cl)Nc1ccc(F)cc1,1.1,2%,i,1.2,-9%,-7.2%,1%,-2.8%,-1%,-10%
Cc1ccc(NC(=O)N/C=C/c2ccco2)c(C)c1,1.5,26%,i,3.0,-3%,-5.5%,-13%,-1.9%,-28%,4%

# Continuation.
SMILES,TNAP activators,P. falciparum M17LAP,Myeloid diff MLP,Myeloid diff MLP GFP+ MAC1+ %,LYP phosphatase,XIAP displacement,PMI inhibitors,CSM14.1 death rescue,human PMI inhibitors,M1AAP inhibition
COc1ccc(N2CCCn3c2nc2c3c(=O)n(Cc3ccccc3)c(=O)n2C)c(OC)c1,1,-10%,i,0.6,-8%,-5.5%,12%,4.0%,34%,10%
O=C(O)Cc1sc(Nc2ccc(Cl)cc2)nc1-c1cccs1,1.1,42%,nt,nt,-2%,-1.7%,-40%,-1.0%,-34%,5%
CCCC(c1nnnn1Cc1ccccc1)N1CCC(C(N)=O)CC1 (stereo not drawn),1.2,4%,i,1.0,-9%,-1.6%,6%,3.1%,-4%,-5%
COc1ccccc1N1CCN(S(=O)(=O)CC23CCC(CC2=O)C3(C)C)CC1 (stereo not drawn),1.1,0%,i,5.6,-8%,-8.8%,7%,-2.6%,4%,-2%
O=C1NCCn2ccc(=O)cc21,nt,0%,i,0.5,-6%,nt,nt,nt,nt,4%
Cc1ccc(C(=O)N2N=C(CC(C)C)CC2(O)C(F)(F)F)o1 (stereo not drawn),1,-3%,i,0.1,-9%,-0.5%,-5%,0.6%,-4%,1%
Cc1cc(C)nc(SC2CCOC2=O)n1 (stereo not drawn),1,2%,i,1.5,-10%,-2.4%,2%,3.2%,-2%,2%
C=CCN1C(=O)C(CC(=O)Nc2ccc(OC)cc2)SC1=Nc1ccc(S(N)(=O)=O)cc1 (stereo not drawn),1.2,-6%,i,0.6,-6%,-2.2%,-4%,1.5%,-8%,-2%
Cc1nc2c(C)cccc2c(SC(=N)N)c1CC=C(Cl)Cl,nt,3%,i,0.8,-3%,nt,nt,nt,nt,0%
CCOC(=O)c1cnc(-c2ccccc2O)nc1Cl,1.1,40%,i,0.1,-6%,-5.4%,-29%,-6.8%,-17%,1%
O=C(CCSCCC(=O)N1CCCC1)N1CCCC1,1,-6%,i,1.2,-12%,-7.1%,4%,-3.1%,-4%,2%
OCCC1CN(Cc2c(F)cccc2Cl)CCN1C1CCCC1 (stereo not drawn),1,-4%,i,0.1,1%,-14%,-1%,-1.5%,-9%,-2%
O=C(CCCN1C(=O)CCC1=O)Nc1ccc2c(c1)OCCO2,1,-14%,i,1.0,-2%,-18%,15%,1.4%,10%,-3%
CCc1ccc(-n2c(C)n[nH]c2=S)cc1,1,-8%,i,0.4,-4%,-4.8%,12%,2.6%,7%,0%
CC(C(=O)N1CCOCC1)N1C(=O)c2ccccc2C1=O (stereo not drawn),1.1,-3%,i,0.5,-5%,-1.7%,0%,-3.1%,-3%,11%
O=C(COc1ccccc1)NNc1nc2c(F)cccc2s1,2.3,4%,i,0.3,-11%,-0.3%,-4%,-0.6%,-1%,-10%
COc1ccc(/C=C2\SC(=O)N(CC(=O)NN3CCN(C)CC3)C2=O)cc1OC,nt,9%,i,0.1,-7%,nt,nt,nt,nt,13%
CCc1nnc(NC(=O)COc2ccc(N(C)S(=O)(=O)c3ccc(C)cc3)cc2)s1,1.1,3%,i,0.4,-1%,-9.7%,-4%,0.1%,1%,7%
O=S(=O)(CCOc1ccccc1)c1nc2ccccc2[nH]1,1.1,5%,i,1.0,4%,-3.6%,11%,3.3%,4%,0%
CC1CCCN(Cc2c(O)ccc3c(=O)c(-c4nc5ccccc5s4)c(N)oc23)C1 (stereo not drawn),1.2,-4%,i,2.6,-9%,-3.8%,7%,0.3%,-1%,25%*
COCC(=O)Nc1ccc(OCc2ccccc2)cc1,1.1,7%,i,0.8,-6%,-4.7%,-3%,-2.8%,-1%,7%
CNC(=O)c1nnc(Cc2ccc(Cl)cc2)o1,1.1,0%,i,2.2,-11%,-7.8%,6%,-0.7%,12%,5%
COc1ccc(CC(=O)N2CCN(C(=O)c3ccco3)CC2)cc1,1.1,12%,i,2.8,-2%,2.0%,8%,-3.4%,6%,1%
COc1ccc2c3c(cccc13)C(=O)N(O)C2=O,1.1,-11%,?,nt,-4%,-4.4%,17%,3.9%,25%,18%

# Some of these compounds in order of the M1AAP inhibition value, lowest first.
mol,TNAP activators,P. falciparum M17LAP,Myeloid diff MLP GFP+ MAC1+ %,LYP phosphatase,XIAP displacement,PMI inhibitors,human PMI inhibitors,M1AAP inhibition
O=C(COc1ccccc1)NNc1nc2c(F)cccc2s1,2.3,4%,0.3,-11%,-0.3%,-4%,-1%,-10%
O=C(CCCN1C(=O)CCC1=O)Nc1ccc2c(c1)OCCO2,1,-14%,1.0,-2%,-18%,15%,10%,-3%
CCc1ccc(-n2c(C)n[nH]c2=S)cc1,1,-8%,0.4,-4%,-4.8%,12%,7%,0%
COc1ccc(CC(=O)N2CCN(C(=O)c3ccco3)CC2)cc1,1.1,12%,2.8,-2%,2.0%,8%,6%,1%
CNC(=O)c1nnc(Cc2ccc(Cl)cc2)o1,1.1,0%,2.2,-11%,-7.8%,6%,12%,5%
COc1ccc2c3c(cccc13)C(=O)N(O)C2=O,1.1,-11%,nt,-4%,-4.4%,17%,25%,18%
CC1CCCN(Cc2c(O)ccc3c(=O)c(-c4nc5ccccc5s4)c(N)oc23)C1 (stereo not drawn),1.2,-4%,2.6,-9%,-3.8%,7%,-1%,25%*

# Following part
SMILES,TNAP activators,P. falciparum M17LAP,Myeloid diff MLP,Myeloid diff MLP GFP+ MAC1+ %,LYP phosphatase,XIAP displacement,PMI inhibitors,CSM14.1 death rescue,human PMI inhibitors,M1AAP inhibition
CSc1cccc(NC(=O)COc2ccccc2)c1,1.1,5%,i,0.8,-1%,-8.2%,29%,-1.3%,12%,11%
COC(=O)c1ccc(NC(=O)Nc2ccc(F)cc2F)cc1,1.1,2%,i,0.2,6%,-5.1%,7%,1.8%,7%,9%
C=CCOc1ccc(CNn2cn[nH]c2=S)cc1OC,1,57%,nt,nt,-10%,-1.9%,6%,-1.1%,4%,4%
O=C(NCCn1cc(SCc2ccccc2F)c2ccccc21)c1c(F)cccc1F,1,-7%,i,4.9,4%,-4.8%,11%,-3.0%,13%,0%
CC(=O)Nc1cccc(OCc2ccc(F)cc2)c1,1.1,-2%,i,0.4,5%,-5.1%,6%,0.8%,4%,1%
Cc1ccccc1NC(=S)NC12CN3CN(CN(C3)C1)C2,1.2,-8%,i,0.7,-11%,-5.1%,0%,-0.5%,1%,0%
C/C(=N\NC(=O)C(=O)Nc1ccc(C)c(Cl)c1)c1ccncc1,1.2,-2%,i,1.1,2%,-7.1%,6%,-2.2%,-3%,-5%
Cc1cc(=O)n2nc(N3CCC(C(=O)NC(C)c4ccccc4)CC3)sc2n1 (stereo not drawn),1.1,0%,i,0.7,-2%,-17%,-2%,-0.4%,-7%,0%
O=C(CCc1ccc(S(=O)(=O)N2CCOCC2)cc1)N1CCCC1,1.1,0%,i,9.0,2%,-2.6%,-2%,-0.9%,-9%,3%
COc1ccc(N2CCN(C(=O)CSc3nnc4c5cc(C)ccc5n(C)c4n3)CC2)cc1,0.9,3%,i,11,10%,-3.4%,8%,1.4%,30%,19%

# Screening data from PubChem.

# Outcome played no part in choosing rows, and some 2.7% of all compounds hit somewhere here.
